Screening results as filed in PubChem.
aDG glyco act: activators of alpha-DG glycosylation, primary screen, uHTS, Pro5-aDG cells, AlphaScreen; alpha-DG glycosylation AlphaScreen (IIH6); 0% Pro5, 100% B10-LARGE cell signal; activation, % at 10 µM; actives 0.22% (n = 360,000);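 active = activation of at least 8% versus controls, or a plate z-score of at least 8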;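 note: Pro5 are CHO cells carrying HIG-tagged alpha-DG that lacks glycosylation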
N-glyco inh: increase of ERlucT glycosylation luciferase signal, primary screen, N-linked glycosylation inhibitor project, D54 ERlucT cells, luminescence, set 2; D54 ERlucT glycosylation luciferase reporter, 24 h; percent of 100 nM tunicamycin response; reporter increase, % at 12.5 µM; actives 0.23% (n = 360,000);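 active = mean luciferase reporter signal, scaled so untreated is 0 and the glycosylation-blocking control 100, at or above a set limit in every replicate; inconclusive = mean reaches the limit but not every replicate does; inactive = mean below the limit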;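 note: luciferase carries N-glycosylation sites so blocking glycosylation raises the light; 0% = median of neutral control wells and 100% = median of 100 nM tunicamycin wells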
hiPSC survival: enhancers of single-cell hiPSC survival, primary screen, ATPlite luminescence; 100% = ROCK inhibitor wells, 0% = DMSO; survival enhancement, % at 20 µM; actives 0.044% (n = 360,000); AID 602274, 2012; in the data active = survival enhancement above about 18%;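 note: cells exposed to compounds for 16 hours before the ATP read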
PDI inh: inhibitors of human PDI, primary screen, biochemical, turbidity, single point, plate reader. Protein disulfide-isomerase (Homo sapiens), P07237. PDI insulin aggregation turbidity, A650, 90 min. inhibition, % at 10 µM. actives 0.052% (n = 350,000). AID 588391, 2011;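 active = mean inhibition across replicates of 30% or more, whatever share of single replicates reach that level; inconclusive = mean inhibition below 30% while every single replicate reaches 30%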;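 note: absorbance from insulin aggregation driven by PDI reduction with DTT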
Target sequence (P07237 whole entry, looked up): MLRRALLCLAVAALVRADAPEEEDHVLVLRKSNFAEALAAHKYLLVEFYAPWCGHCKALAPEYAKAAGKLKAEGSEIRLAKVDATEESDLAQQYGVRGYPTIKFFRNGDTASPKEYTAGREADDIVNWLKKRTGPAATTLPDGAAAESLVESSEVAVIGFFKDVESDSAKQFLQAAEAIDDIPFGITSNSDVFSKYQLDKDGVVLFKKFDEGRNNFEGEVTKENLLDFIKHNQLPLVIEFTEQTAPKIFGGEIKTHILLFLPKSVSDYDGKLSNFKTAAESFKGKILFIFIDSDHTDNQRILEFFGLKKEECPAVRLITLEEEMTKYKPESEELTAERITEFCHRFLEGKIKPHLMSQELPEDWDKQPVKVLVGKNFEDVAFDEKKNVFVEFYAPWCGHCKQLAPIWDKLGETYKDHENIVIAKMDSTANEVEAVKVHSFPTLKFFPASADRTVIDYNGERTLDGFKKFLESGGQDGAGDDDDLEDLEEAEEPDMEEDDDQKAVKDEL
Exocytosis inh: LAMP-1 surface exposure blockers, TALL-104 cells – cell-based, flow cytometry, MLPCN library, primary screen. TALL-104 LAMP-1 surface exposure; cells stimulated with thapsigargin and PMA. inhibition, % at 10 µM. actives 0.66% (n = 360,000). AID 651702, 2012;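 active = inhibition above about 55%, limit read from the data; inconclusive = no clear call, values can overlap the other calls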
Vif inh: HIV Vif self-association inhibitors, primary screen, imaging, HEK293T, single point. HEK293T cells, Vif self-association by quenched fluorescence, 24 h. inhibition, % at 7.49 µM. actives 0.35% (n = 340,000); in the data active = inhibition above about 50%, passing the limit was not always enough; inconclusive = no clear call, values can overlap the other calls; inactive = below about 31%; note: some results filed as inactive read as strong as hits
ABCB6 inh 2: ABCB6 transporter inhibitors, primary screen, K562-ABCB6 cells, flow cytometry, MLPCN library. ATP-binding cassette sub-family B member 6 (Homo sapiens), Q9NP58. K562-ABCB6 porphyrin accumulation, 1 h; stronger effect = lower value. fluorescence ratio to DMSO, % at 10 µM. actives 0.19% (n = 360,000). AID 602162, 2011;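 active = fluorescence ratio to DMSO below 75%, the collection mean minus 3 SD; inconclusive = too few cells collected in the well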;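 note: signal is porphyrin accumulated inside mitochondria; 100% equals median channel fluorescence of DMSO control wells; lower ratio means ABCB6 inhibition with less porphyrin fluorescence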
CaV13 ICDI inh: Primary screen for inhibitors of IQ motif and Ca2+-dependent inactivation inhibitor domain binding in CACNA1D, Förster resonance energy transfer in living cells, …; inhibition, % at 12.3 µM; HEK cells, CFP/YFP FRET ICDI-IQ, plate reader, 10 min; percent FRET-ratio fall versus neutral wells; actives 0.098% (n = 340,000);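 active = mean replicate inhibition of at least 30% and at least 1% of replicates passing that level; inconclusive = only one of the two criteria is met; inactive = neither criterion is met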;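 note: 0% = median of the neutral control wells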
m5-HT2A agonist: mouse Htr2a agonists via beta-arrestin recruitment, primary screen, cell-based, luminescence; 5-hydroxytryptamine receptor 2A (Mus musculus), P35363; actives 0.66% (n = 360,000); CHO-K1 mHTR2A beta-arrestin complementation; percent of 30 µM serotonin response; activation, % at 7.6 µM;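 active = activation above a run cutoff, the mean activation of all tested compounds plus 3 SD, cut at about 14% in these data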;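 note: 0% = plate median of compound wells and 100% = 30 µM serotonin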
Target sequence (P35363 whole entry, looked up): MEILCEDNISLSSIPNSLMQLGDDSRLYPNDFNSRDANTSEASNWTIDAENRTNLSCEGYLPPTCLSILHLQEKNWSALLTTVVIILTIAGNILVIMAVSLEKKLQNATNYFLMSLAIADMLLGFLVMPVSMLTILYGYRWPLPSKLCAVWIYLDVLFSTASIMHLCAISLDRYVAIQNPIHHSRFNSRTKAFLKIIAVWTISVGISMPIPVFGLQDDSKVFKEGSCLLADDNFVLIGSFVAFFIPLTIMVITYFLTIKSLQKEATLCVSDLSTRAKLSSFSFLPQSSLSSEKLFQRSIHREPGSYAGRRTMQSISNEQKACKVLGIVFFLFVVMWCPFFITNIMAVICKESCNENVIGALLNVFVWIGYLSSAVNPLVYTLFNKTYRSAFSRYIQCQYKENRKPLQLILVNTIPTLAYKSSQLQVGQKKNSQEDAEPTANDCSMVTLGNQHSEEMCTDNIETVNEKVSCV
Cardio protect: cardioprotection against H2O2-induced cell death, primary screen, uHTS, H9c2 cells, ATPLite luminescence | AID 588492, 2011 | H9c2 cardiomyocytes, H2O2 injury protection, 2 h | actives 0.63% (n = 360,000) | protection from H2O2 cell death, % at 20 µM;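 active = compounds giving at least 50% protection of heart cells from peroxide-induced death in the single-dose screen, raw or plate-pattern-corrected value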;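 note: 0% = DMSO wells with peroxide and 100% = DMSO wells without peroxide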
The depositor's hits bear a star; u = inconclusive; x = not tested or not shown; + = active, no number.

mol | aDG glyco act | hiPSC survival | Vif inh | Cardio protect | Exocytosis inh | N-glyco inh | m5-HT2A agonist | ABCB6 inh 2 | CaV13 ICDI inh | PDI inh
Cc1ccc(S(=O)(=O)NCCOCCNS(=O)(=O)c2ccc(C)cc2)cc1 | -0.3 | 1.8 | -2 | 1 | -4 | -1 | -1 | 100 | -5 | 1
Cc1ccc(C(=O)CCC(=O)Nc2ccc(C)cn2)cc1 | -0.2 | -0.1 | 3 | 7 | 0 | 1 | -15 | 93 | -6 | -1
CCn1c2ccccc2c(=O)c2ccccc21 | -0.2 | -0.3 | -20 | 3 | 1 | -3 | -1 | 98 | + | 3
CC(C)Cn1[nH]c2c3c(ccc2c1=O)C(=O)c1ccccc1C3=O | 3.2 | -2.9 | -6 | -13 | 2 | 6 | 3 | 108 | x | -8
CCCCN1CC(COc2ccccc2)Oc2cccc(F)c2S1(=O)=O (centres undefined) | -0.1 | -1.8 | -3 | -14 | 15 | -4 | -7 | 98 | -10 | 5
Cc1c(NS(=O)(=O)c2cc(C(=O)NCc3cccnc3)cc(Cl)c2Cl)c(=O)n(-c2ccccc2)n1C | 0.1 | -0.4 | -5 | -3 | 2 | -1 | 3 | 102 | x | 5
Cc1cc(OCC(=O)N2CCCCCC2)ccc1[N+](=O)[O-] | 0.0 | -0.2 | 7 | 2 | u | 1 | 5 | 93 | -5 | -16
O=C(CCCc1c[nH]c2ccccc12)Nc1ccc(S(=O)(=O)Nc2ncccn2)cc1 | -0.1 | -0.2 | -1 | 6 | -5 | -1 | 6 | 104 | 1 | 7
O=C1CCc2cc(S(=O)(=O)Nc3ccccc3)cc3c2N1CCC3 | 0.1 | 0.2 | -9 | -3 | 1 | 1 | -5 | 101 | -6 | -2
CCc1cc2c(NCC3CCCO3)ncnc2s1 (centres undefined) | 0.0 | 2.0 | 2 | -2 | -4 | 0 | 1 | 94 | -5 | -5
Cc1csc(SCC(=O)NC2CCCC2)n1 | 0.0 | 1.0 | -4 | 2 | -1 | 1 | 4 | 109 | -3 | 6
Cc1cnc(C(=O)Nc2nnc(SCc3c(Cl)cccc3Cl)s2)cn1 | 0.0 | -1.4 | 9 | 54* | 0 | 4 | 4 | 101 | -18 | -2
COC(=O)c1cc(-c2c(C)oc3cc(OC(C)C)ccc3c2=O)c(C)o1 | -0.1 | 0.9 | -10 | -12 | 0 | -5 | 3 | 99 | -10 | 0
Cc1ccc(N2C(=O)C3C4C=CC(CNC(=S)Nc5ccc(F)cc5)(O4)C3C2=O)cc1 (centres undefined) | 0.5 | 0.0 | -1 | -3 | 36 | 2 | -1 | 82 | -3 | -2
CN1C(c2ccc(F)cc2)=CS/C1=C(/C#N)c1nnc2n1-c1ccccc1SC2 | 0.3 | 2.3 | -1 | 21 | 3 | -2 | 1 | 95 | -13 | 3
O=C1Nc2ccc(F)cc2C12SCCS2 | 0.4 | 0.9 | 16 | 1 | -1 | -2 | 10 | 98 | -8 | -3
N#Cc1c(NC(=S)NC(=O)C2CCCC2)sc2c1CCCCC2 | 0.0 | -0.8 | -11 | -20 | 11 | -3 | -5 | 96 | -4 | 9
Cc1ccc(CN(C)C(=O)c2cc(S(=O)(=O)N3CCOCC3)ccc2F)o1 | -0.2 | -0.3 | 7 | -7 | -4 | -1 | -4 | 95 | -2 | -1
O=C(CCc1nnc(CCCCc2ccccc2)o1)NCc1cc(F)ccc1F | 0.4 | 2.0 | -14 | -6 | -1 | 1 | -1 | 105 | -4 | -5
COc1ccc(Cn2nnnc2C(CC(C)C)N2CCC(C(N)=O)CC2)cc1 (centres undefined) | -0.1 | 2.0 | -1 | 6 | 1 | 1 | 3 | 102 | 43* | -2
Cc1ccc(-c2nnc(Nc3ccc(C(=O)N(C)C)cc3)c3ccccc23)cc1S(=O)(=O)NCC1CCCO1 (centres undefined) | -0.2 | -0.2 | -1 | 18 | 6 | 0 | -3 | 105 | -5 | 11
COC(=O)c1cn(C(=O)c2ccc(C)cc2C)c2ccccc12 | -0.3 | 0.2 | 4 | -12 | 2 | 12 | 1 | 91 | -4 | -4
CCn1c(C)nc([N+](=O)[O-])c1Sc1ccc(F)cc1 | 0.3 | -1.8 | 7 | 5 | 3 | 1 | -3 | 96 | -5 | -10
Cc1cccnc1NC(=O)C12CCC(C)(C(=O)O1)C2(C)C (centres undefined) | 0.0 | 5.1 | x | 3 | -1 | 1 | -1 | 96 | -4 | -10
COc1ccc(CNC(=O)c2ccc(Cl)c(NC3=NC4CS(=O)(=O)CC4S3)c2)cc1 (centres undefined) | -0.1 | 0.3 | 10 | -1 | 3 | 2 | 0 | 98 | -9 | x
O=C(Nc1cccc2ccccc12)C1CCN(C(=O)NCc2ccccc2)CC1 | 0.0 | -1.9 | x | 0 | -5 | 2 | -2 | 94 | -3 | -8
CN(Cc1cc(Cl)cc(Cl)c1O)Cc1c(O)ccc2ccccc12 | 0.4 | -2.6 | 4 | 19 | 0 | -3 | -3 | 98 | -11 | 1
Cc1ccc(C(=O)OCC(=O)N(Cc2ccccc2)C(C)C)cc1C | -0.3 | 3.6 | -5 | -1 | -1 | 0 | 0 | 95 | -6 | 0
Cc1ccc2c(C(=O)CN3CCC(C(N)=O)CC3)c(C)[nH]c2c1 | -0.2 | 0.7 | -5 | 2 | -5 | 2 | 1 | 96 | x | 3
COc1c(/C=N/NS(=O)(=O)c2ccc(C)cc2)c(CCN(C)C(C)=O)cc2c1OCO2 | 0.0 | 0.7 | -3 | 1 | -5 | 1 | 0 | 98 | -2 | -2
CC(CC(=O)OCC(=O)NCc1ccc(Cl)cc1)c1ccccc1 (centres undefined) | -0.1 | 0.5 | -2 | 2 | 6 | 2 | -1 | 95 | -17 | -1
COc1ccc(-c2noc(CCC(=O)N3CCN(c4cccc(OC)c4)CC3)n2)cc1 | 0.0 | 0.0 | -6 | -2 | -9 | -1 | 12 | 94 | -4 | -9
CCN1CCN(C(=O)Nc2ccc(OC)cc2OC)CC1 | -0.1 | -0.6 | 2 | 9 | -5 | -1 | 2 | 103 | 1 | 4
COc1ccc(-c2oc3ccc(-c4cc(OC)c(OC)c(OC)c4)cc3c2C(=O)c2ccc(OC)nc2)cc1 | -0.5 | 1.0 | 1 | -12 | -16 | -6 | 1 | 100 | -5 | 0
CCOc1ccc(-n2c(C)cc(/C=N/N(C)C)c2C)cc1 | -0.7 | -1.3 | -5 | -20 | -2 | -2 | -2 | 106 | x | 12
Cc1cccc(-c2cc(N)n(-c3ccccc3)n2)c1 | -0.1 | -0.8 | -3 | -26 | 0 | -8 | 2 | 100 | -8 | 2
Cc1ccc(Cn2nnc3c(=O)n(CC(=O)c4ccccc4)cnc32)cc1 | 0.0 | 4.1 | u | -3 | 3 | -1 | -7 | 96 | -6 | x
COc1ccccc1NC(=S)NC(=O)c1ccc(-c2ccc(Cl)cc2)o1 | -0.4 | 3.6 | 5 | 0 | 2 | 8 | 3 | 100 | -8 | 10
COc1ccc(S(=O)(=O)Nc2ccc3c(c2)C(=O)N([C@@H](C)CO)C[C@H](C)[C@H](CN(C)CC2CC2)O3)cc1 | 0.0 | -1.9 | 14 | -2 | -9 | -2 | -3 | 99 | -4 | -2
c1cnn(-c2cncc(-n3cccn3)n2)c1 | 0.1 | -0.5 | 3 | 4 | 2 | 0 | 1 | 98 | -2 | 0
CC(OC(=O)c1ccccn1)C(=O)Nc1ccc(C(F)(F)F)cc1 (centres undefined) | -0.1 | -0.7 | 7 | -5 | 3 | -1 | -6 | 105 | -4 | 2
O=C(C[C@@H]1C/C=C\C[C@@H](NC(=O)OCC2c3ccccc3-c3ccccc32)C(=O)OCCNC1=O)N[C@@H](CO)Cc1ccccc1 | -0.3 | 0.3 | x | -21 | 1 | 1 | 3 | 95 | -5 | 14
Cc1cccc(NC(=S)N2CCN(C(=O)c3ccco3)CC2)c1C | 0.1 | -0.4 | 4 | 6 | -12 | 2 | 6 | 99 | -4 | -7
C=CCn1c2ccccc2c2nn(C)c(=S)nc21 | 0.0 | 1.5 | -9 | -2 | 15 | 0 | 4 | 103 | -3 | 5
Cc1nc2nc(SCC(=O)NCc3ccco3)nn2c(C)c1Cc1c(F)cccc1Cl | -0.1 | -1.0 | 5 | 12 | -5 | 0 | 1 | 90 | -5 | 2
COc1ccccc1Oc1ccc(N/C=C/C(=O)C(C)(C)C)cc1 | 0.1 | -1.9 | -2 | -12 | 0 | 1 | 0 | 77 | -5 | -59
CC1CCCN(C(=O)CCS(=O)(=O)c2ccc3c(c2)NC(=O)C(C)S3)C1 (centres undefined) | -0.1 | -0.4 | 9 | -5 | -1 | 0 | 2 | 104 | x | -7
O=C(CO/N=C1\CCCc2nonc21)Nc1ccc(Br)cc1 | 0.0 | -2.0 | -4 | -13 | -3 | 2 | 0 | 87 | -3 | 0
Cc1cccc(C)c1NC(=O)N1CC(C)OC(C)C1 (centres undefined) | 0.1 | 1.7 | 2 | 2 | 0 | 0 | 3 | 99 | -20 | -8
Cc1cc(C)c(C(=O)CSc2nnc(C)c(=O)[nH]2)cc1C | 0.3 | 3.1 | 13 | 4 | 1 | 2 | 6 | 89 | -6 | -4
COc1cccc(NC(=O)CN(C)CC(=O)NCc2ccc(F)cc2)c1 | 0.0 | 4.7 | -13 | -1 | 10 | 2 | -3 | 99 | -5 | -1
COC(=O)[C@]12CCCCC=C1N(Cc1ccc3c(c1)OCO3)C(=O)[C@H](CC(=O)NCCc1ccccc1OC)C2 | 0.3 | x | x | x | -10 | x | -6 | x | -5 | x
O=C(NCc1cccnc1)c1cccn2c(=O)c3sccc3nc12 | 0.6 | 2.2 | 18 | 28 | 3 | 6 | 10 | 91 | x | 4
CC1=NNC(=O)C1Cc1ccccc1C (centres undefined) | 0.0 | 0.2 | 2 | -6 | -19 | 1 | 2 | 98 | -4 | -7
CCOc1ccc2nc(NC(=O)c3ccc(C)o3)sc2c1 | -0.1 | -1.0 | -1 | -11 | -7 | -12 | 4 | 95 | -15 | 1
Cc1ccc(NC(=S)NCC2CCCO2)cc1C (centres undefined) | 0.2 | 0.8 | x | 3 | 0 | x | -1 | 97 | -5 | -1
